High-throughput results: PubChem BioAssay, National Center for Advancing Translational Sciences (NCATS)
GAA glycogen – inhibitors or activators of human alpha-glucosidase glycogen cleavage. recombinant GAA, glycogen substrate, Amplex Red glucose oxidase fluorescence. Potency, µM (doses to about 76.4 µM), for inactives: top-dose activity change, negative = inhibition, most hits filed as inhibitors. actives 0.38% (n = 300,000). AID 2100;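 also: 0% = full enzyme reaction and -100% = no-enzyme basal signal; the screen sought inhibitors and activators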
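Recombinant enzyme (4 nM final) with compounds titrated up to 77 uM and bovine liver glycogen (30 ug) in citrate pH 5.0, 0.01% Tween-20, 37 C 40 min. Released glucose detected by Amplex Red/glucose oxidase (Ex 573/Em 610); AC50 from Hill fits.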
GAA spleen mod – inhibitors or activators of human alpha-glucosidase in spleen homogenate; P10253; human spleen homogenate, 4-MU-alpha-glucoside fluorescence; Potency, µM (doses to about 79.9 µM), without a hit: top-dose activity change, negative = inhibition, actives largely listed as inhibitors; actives 0.006% (n = 240,000); AID 2112;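 also: 0% = enzyme with vehicle and -100% = no enzyme basal signal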
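Enzyme source: human spleen homogenate, 1 ug/well. Buffer 50 mM citric acid/K phosphate pH 5.0, 0.01% Tween-20. 4-MU-alpha-glucoside 1 mM; 37 C x 40 min; NaOH/glycine stop; fluorescence.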
NPSR antag – antagonists of human neuropeptide S receptor cAMP signaling. actives 1% (n = 220,000). Q6W5P4. Potency, µM (series often up to 38.3 µM), without a hit: at the top dose activity change, negative = inhibition, most hits filed as inhibitors. AID 1461. CHO-NPSR cells, cAMP TR-FRET, antagonist mode; also: % is scaled to controls: 0 for no effect and ±100 for the full control effect; nearly all actives have a fitted effect of over 50% in size; many of its hits are not listed in these tables
Tau fluor cs – counter-screen for tau fibril formation inhibitors. tau K18 P301L (four-repeat tau fragment) Alexa594 fluorescence, heparin fibrillization. Potency, µM (titrated, usually from 57.7 µM), for the others: at the highest dose activity change, negative = decrease. actives 0.93% (n = 280,000). AID 1463; also: % is scaled to controls: 0 for no effect and ±100 for the full control effect; nearly all actives have a fitted effect of over 55% in size
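Human K18 P301L tau (15 uM unlabeled plus 0.24 uM Alexa 594-labeled, final) in 100 mM sodium acetate pH 7 was mixed with compound and 20 uM heparin and incubated 6 hr at 37 C.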
Epigenetic reg – derepresses silenced GFP reporter in murine cells; murine LDR cells, GFP reporter derepression, 30 h; Potency, µM (doses to about 53.9 µM), without a hit: at the highest dose GFP activation, usual class: activators; actives 0.2% (n = 280,000); also: % of control where 0% means no effect; nearly all actives have a fitted effect of over 60% in size
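Reporter derepression read as number of fluorescent GFP-positive objects, 20-120 um in size, counted by laser-scanning cytometer. Mouse LDR line with an epigenetically silenced CMV-GFP locus; compound incubation 30 h, 37 C.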
GLA spleen mod – inhibitors or activators of human alpha-galactosidase in spleen homogenate; actives 0.008% (n = 240,000); P06280; Potency, µM (doses to about 80 µM), without a hit: at the highest dose activity change, negative = inhibition, most hits filed as inhibitors; human spleen homogenate, 4MU-alpha-Gal fluorescence, 40 min;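 also: 0% = enzyme with vehicle and -100% = no enzyme basal signal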
Target sequence (P06280 32-429 limits assumed): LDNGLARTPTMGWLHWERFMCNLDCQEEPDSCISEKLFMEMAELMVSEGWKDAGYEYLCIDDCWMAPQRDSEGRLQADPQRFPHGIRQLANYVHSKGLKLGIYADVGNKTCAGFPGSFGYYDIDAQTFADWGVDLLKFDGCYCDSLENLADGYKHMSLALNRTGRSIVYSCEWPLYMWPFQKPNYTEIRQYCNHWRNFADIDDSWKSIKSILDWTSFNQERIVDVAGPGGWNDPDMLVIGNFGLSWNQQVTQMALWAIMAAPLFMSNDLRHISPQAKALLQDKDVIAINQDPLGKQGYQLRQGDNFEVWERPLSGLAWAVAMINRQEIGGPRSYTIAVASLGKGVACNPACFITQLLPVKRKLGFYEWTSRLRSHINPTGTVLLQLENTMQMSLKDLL
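Spleen homogenate 1 ug + cpd (titration) + 4-MU-alpha-D-galactopyranoside 1 mM; 37C 40 min; 50 mM citrate/phosphate pH 5.0, 0.01% Tween-20; stop pH 10; fluorescence 365/440; AC50 via Hill.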
ALDH1A1 inh – ALDH1A1 (human) enzyme inhibition | P00352 | Purified ALDH1A1, NADH fluorescence, propionaldehyde substrate | Potency, µM (top dose mostly 75.3 µM), without a hit: at the top dose activity, negative = inhibition, actives largely listed as inhibitors | actives 7.3% (n = 220,000) | AID 1030; active = well fitted inhibition curve with a large enough effect, not every such curve was filed as active; inconclusive = small, poorly fitted or top-dose-only effect, or another doubt; inactive = no such curve, though single readings can be large or run the other way;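 also: plate controls were no enzyme wells and a reference inhibitor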
Target sequence (P00352 whole entry, looked up): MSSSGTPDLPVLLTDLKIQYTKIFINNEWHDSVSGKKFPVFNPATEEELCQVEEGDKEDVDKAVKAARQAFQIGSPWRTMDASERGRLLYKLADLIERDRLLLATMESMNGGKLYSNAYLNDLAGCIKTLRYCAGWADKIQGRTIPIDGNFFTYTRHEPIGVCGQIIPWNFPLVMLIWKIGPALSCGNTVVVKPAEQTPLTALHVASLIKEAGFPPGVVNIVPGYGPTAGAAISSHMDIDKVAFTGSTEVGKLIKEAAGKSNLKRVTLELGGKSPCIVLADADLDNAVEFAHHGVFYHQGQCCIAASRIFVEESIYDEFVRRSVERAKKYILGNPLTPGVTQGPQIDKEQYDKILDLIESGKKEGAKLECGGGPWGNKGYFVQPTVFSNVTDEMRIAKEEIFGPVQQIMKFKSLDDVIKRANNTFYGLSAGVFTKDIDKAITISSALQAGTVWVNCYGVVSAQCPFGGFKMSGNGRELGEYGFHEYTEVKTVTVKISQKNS
GAA inhib – blocks human lysosomal alpha-glucosidase | P10253 | purified human GAA, 4-MU-alpha-glucoside fluorescence | Potency, µM (doses to about 76.9 µM), without a hit: at the highest dose activity change, negative = inhibition, actives largely listed as inhibitors | actives 0.005% (n = 200,000);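 also: plate controls were uninhibited enzyme wells for no effect and no-enzyme background for full effect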
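Human enzyme at 4 nM with 400 uM 4-methylumbelliferyl-alpha-D-pyranoside, citrate/phosphate buffer pH 5.0, 0.005% Tween-20, 20 min at room temperature. Compounds up to 77 uM. 4-MU fluorescence (Ex 365/Em 440) read after NaOH/glycine stop; AC50 from Hill fit.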
Active calls of the source: *; ? = inconclusive; nt = not tested or not shown; [ ] = remark or other dose. Unless noted, calls follow the shape of the dose curve; as a rule, active = well fitted curve in the direction sought with a large enough effect; inconclusive = small, poorly fitted or top-dose-only effect, or another doubt; inactive = no such curve, though single readings can be large; an effect the other way counts as inactive or inconclusive. Potency is read from the fitted curve at half-maximal effect. Not all compounds are listed (hit frequency here may not be typical).

SMILES	GAA glycogen	GAA spleen mod	NPSR antag	Tau fluor cs	Epigenetic reg	GLA spleen mod	ALDH1A1 inh	GAA inhib
CC(=O)OCC1=C(C(=O)O)N2C(=O)C(NC(=O)c3ccc(COc4c(C)cccc4Cl)o3)C2SC1 (configuration not stated)	4%	-7%	24%	-7%	-1.0%	4%	?	-10%
O=C(CN(c1ccccc1F)S(=O)(=O)c1ccccc1)NC1CCCCCC1	-14%	2%	-13%[46.1 µM]	-13%	1.5%	4%	-3%	0%
COc1cccc(CNCCO)c1OCc1ccc(Cl)cc1	-2%	3%	24%	-2%	1.7%	0%	8%	-5%
N#CC1=C(N)C2=CCCC[C@H]2[C@H](c2ccccc2)C1(C#N)C#N	0%	6%	5%	-24%	1.0%	3%	?	?
O=C(CSc1nncs1)NCc1ccc2c(c1)OCO2	6%	5%	-12%[46.1 µM]	5%	-2.4%	6%	6%	1%
COc1cccc(CN2C(=O)Nc3ccccc3C(=O)N2C(C)(C)C)c1	0%	0%	-15%[46.1 µM]	-8%	-0.1%	4%	7%	2%
CN(C(=O)CSc1nc(-c2ccccc2)cn1N)C(c1ccccc1)c1ccccc1	-15%	-1%	?	?	1.5%	2%	-8%	?
O=C(NCc1ccco1)c1nn2c(C(F)(F)F)cc(-c3cccs3)nc2c1Br	-3%	-2%	?	-29%	?	0%	22µM*	-7%
CC(=O)Nc1ccc(S(=O)(=O)NCCOc2ccc(Cl)cc2C)cc1	-1%	0%	-3%	-14%	1.5%	4%	4%	-12%
O=C(NCCn1cc(SCc2ccccc2)c2ccccc21)c1c(F)cccc1F	-1%	-6%	-30%	?	0.3%	-7%	-11%	-4%
O=C(CNS(=O)(=O)c1c(Cl)cccc1Cl)OCC(=O)N1CCN(c2ccccc2)CC1	-10%	9%	3%	2%	0.1%	8%	-2%	2%
CCN(CC(=O)Nc1ccccc1OC)CC(=O)Nc1ccccc1-c1ccccc1	8%	-3%	-28%	-16%	-0.2%	-10%	?	?
c1ccc(Cn2nnnc2C(c2ccccn2)N2CCOCC2)cc1 (configuration not stated)	5%	-3%	-14%[46.1 µM]	9%	-1.1%	-3%	5%	-5%
CCOc1ccccc1NC(=O)C1CCN(c2ccc(S(=O)(=O)N3CCCC3)cc2)CC1	-4%	5%	-14%[46.1 µM]	-5%	-0.2%	9%	-10%	0%
O=C(C[N+]1(CC#Cc2ccccc2)CCCCC1)c1ccccc1	-3%	3%	5%	-8%	0.2%	-6%	8.9µM*	5%
COc1ccccc1C(=O)Nc1ccc(C(=O)/C=C/c2cccs2)cc1	5%	-17%	-15%	-8%	1.5%	-10%	3%	2%
CCC(=O)NCCCCCCNC(=O)CC	3%	-1%	4%[46.1 µM]	-2%	1.8%	-7%	13%	1%
COc1ccc2nc(NNC(=O)COc3ccccc3)sc2c1	5µM*	2%	-2%	-11%	-9.3%	4%	20µM*	-1%
Cc1ccc(NC(=O)Cn2cc(S(=O)(=O)c3ccccc3)c(=O)c3cc(F)ccc32)cc1	5%	4%	-39%	-10%	?	-21%	-9%	5%
COc1cc(-c2nc(-c3ccc4c(c3)-c3ccccc3S4(=O)=O)c(-c3ccccc3)[nH]2)cc(OC)c1OC	-3%	7%	-14%[46.1 µM]	?	-1.9%	6%	?	-9%
CCCCCCCN=C(C)c1ccccc1O	5%	5%	-1%[7.67 µM]	-6%	1.1%	8%	nt	nt
CCN1/C(=C/c2ccc3ccccc3[n+]2CC)C=Cc2ccccc21	15%	2%	7.9µM*	12%	?	-3%	?	0%
Nc1cc(Cl)ccc1Oc1ccc(Cl)cc1	-6%	-5%	-7%[46.1 µM]	?	-0.7%	3%	1.6µM*	12%
O=c1cc(C(F)(F)F)[nH]c(=O)n1C1CCCCC1	14%	1%	-4%[46.1 µM]	-3%	6.4%	1%	?	-3%
COc1cc(CNc2ccc(S(N)(=O)=O)cc2)ccc1OCC(=O)NC1CCCCC1	-15%	-1%	-3%	-9%	-0.1%	3%	1%	1%
SMILES	GAA glycogen	GAA spleen mod	NPSR antag	Tau fluor cs	Epigenetic reg	GLA spleen mod	ALDH1A1 inh	GAA inhib
COc1ccc(OC)c(C2C(C(C)=O)=C(O)C(=O)N2CCc2ccc(OC)c(OC)c2)c1 (configuration not stated)	1%	5%	1%[46.1 µM]	-5%	-0.8%	0%	2%	4%
CC1CCN(C(=O)CN(c2ccc3c(c2)OCO3)S(C)(=O)=O)CC1	-5%	-4%	-2%[46.1 µM]	2%	-1.0%	-3%	-3%	-4%
CCCn1cc2c(c1-c1ccc(C)cc1)c(=O)n(C)c(=O)n2C	-11%	-12%	10%	-13%	-3.9%	5%	?	?
Cc1cc(C)c(NC(=O)COC(=O)/C=C/c2cccs2)c(C)c1	-3%	2%	21%	6%	-3.0%	1%	9%	2%
CC(C)c1cc(=O)oc2c3c4c(cc12)CCCN4CCC3	14%	14%	-1%[46.1 µM]	-20%	15%	?	?	?
CCC(=O)Nc1ccc(S(=O)(=O)N2CCc3ccccc3C2)cc1	5%	-9%	-12%[46.1 µM]	-18%	0.0%	-2%	10%	-8%[15.4 µM]
O=C1NC(CCc2ccccc2)C(=O)N1Cc1cccc2ccccc12 (configuration not stated)	-2%	-2%	-12%[46.1 µM]	6%	0.0%	2%	-9%	-6%
Cc1ccc2nc(N3CCN(C)CC3)c(C#N)cc2c1	0%	-1%	-21%[46.1 µM]	-2%	-0.7%	-1%	?	-1%
CCCOc1cccc(C(=O)O)c1	1%	0%	0%[46.1 µM]	1%	-0.9%	7%	5%	0%
CC1=C(Sc2ccccn2)C(=O)NC(C)(C)C1	-2%	-6%	-6%[46.1 µM]	-6%	0.9%	-3%	-10%	-13%
C/C(=N\NC(=S)NC1CCCCC1)c1ccc(C#N)cc1	-14%	-12%	2%	-1%	0.0%	0%	6%	0%
COc1ccc(CNC(=O)CSc2n[nH]c(C)c2[N+](=O)[O-])cc1	2%	-4%	14%	-7%	0.0%	7%	2%	-5%
CCOC(=O)CSc1nc2c(c(=O)n(C)c(=O)n2C)n1Cc1ccccc1F	-9%	2%	-6%[46.1 µM]	-3%	0.0%	-4%	40µM*	-7%[15.4 µM]
CCc1cn([C@H]2C[C@H](O)[C@@H](CO)O2)c(=O)[nH]c1=O	8%	-21%	6%	-3%	-2.2%	3%	-3%	4%[15.4 µM]
CCn1cc(C(=O)NCc2cccnc2)c(=O)c2cc(F)c(N3CCN(C(=O)c4ccco4)CC3)cc21	0%	-10%	-15%[46.1 µM]	0%	2.0%	2%	?	4%
COc1cccc(CC(NC(C)=O)C(=O)NC2CCN(C(=O)C3CC3)CC2)c1OC (configuration not stated)	9%	-7%	13%	7%	4.8%	-5%	2%	8%
CCN(CC)CCCNc1oc(-c2ccc(OC)c(OC)c2)nc1C#N	?	1%	-6%[46.1 µM]	-6%	-1.0%	-3%	?	-7%
CCOC(=O)c1c(C)[nH]c(C(=O)OCC(=O)N2c3ccccc3CC2C)c1C (configuration not stated)	-14%	2%	?	-15%	1.0%	10%	?	-9%
CCOc1ccccc1NC(=S)N(CCCN1CCOCC1)Cc1cn(C)c2ccccc12	-13%	-9%	0%	-22%	-2.1%	-6%	0%	-2%
c1ccc2c(c1)nc(N1CCCCCC1)c1ccccc12	-4%	-6%	-29%	-27%	-1.0%	-1%	nt	nt
COc1ccccc1N/N=C/c1c(CO)cnc(C)c1O	3.2µM*	11%	9%[46.1 µM]	?	1.8%	19%	?	5%
Cc1ccc(S(=O)(=O)N/N=c2\oc3ccccc3cc2C(=O)Nc2cccc(C)c2)cc1	-4%	9%	-22%	-9%	1.3%	9%	0.16µM*	0%
Cc1cccc(OCC(=O)N2CCN(C(=O)c3ccco3)CC2)c1	-1%	7%	-1%	8%	1.0%	9%	0%	1%
COc1ccc(OCC(=O)N/N=C(\C)CC(=O)Nc2cccc([N+](=O)[O-])c2)cc1	-14%	4%	-1%	-17%	1.0%	-4%	?	-8%
Cc1cc(C)cc(N(CC(=O)N2CCOCC2)S(=O)(=O)c2ccccc2)c1	8%	-5%	-5%[46.1 µM]	-7%	2.4%	-5%	1%	5%

Arranged by number of heavy atoms (smallest number first): part of the list above.
SMILES	GAA glycogen	GAA spleen mod	NPSR antag	Tau fluor cs	Epigenetic reg	GLA spleen mod	ALDH1A1 inh	GAA inhib
Cc1cc(C)c(NC(=O)COC(=O)/C=C/c2cccs2)c(C)c1	-3%	2%	21%	6%	-3.0%	1%	9%	2%
CCN1/C(=C/c2ccc3ccccc3[n+]2CC)C=Cc2ccccc21	15%	2%	7.9µM*	12%	?	-3%	?	0%
Cc1ccc(NC(=O)Cn2cc(S(=O)(=O)c3ccccc3)c(=O)c3cc(F)ccc32)cc1	5%	4%	-39%	-10%	?	-21%	-9%	5%

The list goes on:
SMILES	GAA glycogen	GAA spleen mod	NPSR antag	Tau fluor cs	Epigenetic reg	GLA spleen mod	ALDH1A1 inh	GAA inhib
CC(C)OC(=O)CSc1nc(Cc2cccs2)nc2ccccc12	-12%	4%	37%	-23%	-1.1%	-12%	?	-2%
CC(=O)c1ccc2cccc3c2c1N=CN3C	2%	-4%	?	-16%	0.0%	6%	8%	0%
CCCCOc1ccc(C(=O)N/C(=C\c2ccc([N+](=O)[O-])cc2)C(=O)OCc2ccco2)cc1	10%	-9%	-23%	-13%	4.5%	0%	-9%	2%
NS(=O)(=O)c1ccc(NC(=O)COC(=O)c2cnccn2)cc1	5%	1%	14%	-18%	-0.1%	-6%	-6%	-1%
O=C(Nc1cccc(C(F)(F)F)c1)C1CCCN1S(=O)(=O)c1cccc2cccnc12 (configuration not stated)	?	-11%	-21%[46.1 µM]	-16%	-1.3%	-5%	-1%	-3%
C=C(C)c1cccc(C(C)(C)NC(=O)NCC2COCCO2)c1 (configuration not stated)	-4%	2%	-8%[46.1 µM]	6%	1.0%	5%	1%	?
c1ccc(-c2nnc(CN3CCN(C(c4ccccc4)c4ccccc4)CC3)o2)cc1	-1%	1%	-43%	-1%	-3.2%	-14%	-2%	-4%
COCCn1c(N)c(C#N)c2nc3ccccc3nc21	7%	?	4%[46.1 µM]	-10%	-2.6%	?	?	?
CN(Cc1nc(-c2cccnc2)no1)S(=O)(=O)c1ccc(Br)cc1	-3%	-12%	-7%[46.1 µM]	-4%	0.0%	-9%	4%	-7%
